Screening data (PubChem BioAssay)
PAX8 inh HTS – lowers PAX8-driven luciferase in RMG-I cells; RMG-I TPO-luciferase reporter, SteadyGlo, 24 h; inhibition, % at 12.6 µM; 360,000 compounds, 1.2% hits;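 active means mean replicate inhibition at least 60% with every replicate also reaching 60%; inconclusive means only one of the two criteria is met; inactive means mean below 60% and not all replicates reaching 60%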;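 further: luciferase light reporting Pax8 driven TPO promoter activity; plate controls were median of neutral control wells for no effect and mitoxantrone controls for full effect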
PGC1a acetyl inh – lowers PGC1a acetylation signal in U2OS cells; 350,000 compounds, 0.17% hits; AID 651687; inhibition, % at 15.6 µM; AlphaScreen anti-acetyl-lysine; with virally co-expressed GCN5 acetyltransferase;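 active means every replicate shows inhibition of at least 40%; inconclusive means mean inhibition at least 40% but some replicate below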;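 further: 0% = neutral control wells and 100% = positive control wells; some results beyond the cut were filed as inactive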
EWS-Fli inh – blocks EWS/Fli oncoprotein-driven transcription; 350,000 compounds, 0.67% hits; AID 651661; A673 NR0B1-luciferase reporter, viability-normalised; inhibition, % at 12.6 µM;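 active means mean inhibition of at least 50% after viability correction, with every replicate also passing that limit; inconclusive means mean reaches 50% but only one of two replicates passes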;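 further: firefly luciferase signal divided by Alamar Blue viability fluorescence both relative to DMSO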
Cneo AK release – Cryptococcus neoformans lysis via adenylate kinase release | C. neoformans lysis, adenylate kinase release luminescence, 4 h; normalised: neutral wells 0, clomiphene wells 100 | lysis activity, % at 15 µM | 360,000 compounds, 0.2% hits | AID 651654;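 active means mean lysis activity across replicates of at least 80%, whatever share of replicates individually reach that level; inactive means mean lysis activity below 80%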
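Assay system: Cryptococcus neoformans yeast cells / Dosing: single-point compound dose / Timing: 4 h at 37 °C static, read 1 h later / Measured by: luminescence of released adenylate kinase using an AK detection reagent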
FN deposition inh – fibronectin deposition inhibition; AH1F fibroblasts, Alexa488-fibronectin deposition fluorescence, overnight; inhibition, % at 12.6 µM; 350,000 compounds, 0.086% hits; AID 743247;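 active means mean inhibition across replicates of 30% or more, regardless of how many single replicates reach that level; inconclusive means mean under 30% yet at least half of replicates reach 30%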;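 further: positive control wells lacked labelled fibronectin entirely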
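Assay system: AH1F fibroblasts / Quantity: 10000 cells per well / Medium: DMEM plus 2% serum, read in PBS / Reagent: labelled fibronectin 24 nM / Dosing: single dose, pinned / Times: 1 h cell attachment, overnight exposure to compound and label / Signal: fluorescence, ex 485 nm, em 525 nm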
LGR2 inh – blocks bursicon-induced cAMP signaling via Drosophila LGR2. HEK293 LGR2, CRE-luciferase, bursicon-stimulated, 4 h. inhibition, % at 9.99 µM. 380,000 compounds, 0.35% hits. AID 720647;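 active means drop in luminescence signal, shown as inhibition above about 50% in the replicate tests, limit read from the data, passing the limit was not always enough; inconclusive means probably only some replicates passing the limit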;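 further: agonist challenge used bursicon conditioned medium at about half maximal strength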
miR122 inh – miR-122 inhibition in Huh7 cells; Huh7 miR-122 Renilla luciferase sensor, 48 h; neutral wells = 0, positive control = 100; activation (reporter increase), % at 12.5 µM; 340,000 compounds, 0.3% hits; AID 602342;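 active means mean replicate activation score at least 90 and every replicate individually at or above 90; inconclusive means only one of the two criteria met; inactive means neither criterion met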;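 further: higher luciferase means less miR-122 activity so hits act as miR-122 inhibitors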
Casp6 inh – blocks human caspase-6 cleavage activity; P55212; purified caspase-6, Z-VEID-R110 cleavage fluorescence; inhibition, % at 12.5 µM; 350,000 compounds, 0.53% hits;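 active means mean inhibition across replicates at least about 35%, with every replicate also reaching that limit, limit read from the data; inconclusive means only one of the two criteria met; inactive means neither criterion met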;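 further: 0% = median of neutral control wells and 100% = no fluorescence left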
Target sequence (P55212 24-179 limits assumed): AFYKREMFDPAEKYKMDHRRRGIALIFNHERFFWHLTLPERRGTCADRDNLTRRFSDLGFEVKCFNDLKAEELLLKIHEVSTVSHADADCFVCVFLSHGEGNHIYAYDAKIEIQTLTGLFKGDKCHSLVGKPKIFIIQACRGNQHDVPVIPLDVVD
Target sequence (P55212 194-293 limits assumed): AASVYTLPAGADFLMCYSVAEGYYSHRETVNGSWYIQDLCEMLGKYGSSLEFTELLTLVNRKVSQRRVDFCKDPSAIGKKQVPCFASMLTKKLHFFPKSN
Starred values were filed as active, the others as inactive; ? = inconclusive; nt = not tested or not shown; & = joins results of further samples; [ ] = dose if it differs, or a comment. Not a hit list; overall some 2.5% were active at least once.

SMILES | PAX8 inh HTS | PGC1a acetyl inh | EWS-Fli inh | Cneo AK release | FN deposition inh | LGR2 inh | miR122 inh | Casp6 inh
O=C1COCCOCCOCC(=O)NCCN1 | -4 | 8 | -4 | nt | -4 | -17 | -4 | -7
CC(=O)Nc1ccc(NC(=O)COC(=O)[C@@H](NC(=O)c2ccc(F)cc2)C(C)C)cc1 | 2 | -2 | -5 | nt | -3 | 10 | 2 | 2
CC1(C(=O)NCc2ccco2)Cc2c(-c3ccc4c(c3)OCO4)ccnc2O1 (configuration not stated) | 19 | 7 | 57* | -1 | 16 | -30 | 31 | -1
CC(=O)NC(C)c1ccc(Cl)c(Cl)c1 (configuration not stated) | nt | 9 | nt | -4 | nt | 12 | -6 | nt
COc1ccc(C(=O)CCN2CCc3cc(OC)c(OC)cc3C2)cc1 | 71* | -1 | -6 | 0 | -2 | 8 | nt | 0
Cc1cc(OCC(=O)OCC(=O)N2c3ccccc3NC(=O)C2(C)C)ccc1Cl | -9 | 2 | -2 | 0 | 1 | -3 | -2 | 14
O=C(NCCO)c1ccc(-c2ccc3nncn3c2)cc1 | 6 | nt | 4 | 0 | 14 | -7 | -5 | 5
CC(=O)N1CCN(c2ccc(NCc3ccc(Br)o3)cc2)CC1 | 14 | 2 | -19 | -1 | 7 | -5 | 5 | 7
COC(=O)[C@]12C[C@H](CC(=O)NCC3CCCCC3)C(=O)N(CCc3ccc(OC)c(OC)c3)C1=C[C@H](C(C)(C)C)O[C@@H]2C | 14 | nt | -10 | nt | 9 | 2 | nt | -3
C[C@H](CO)N1C[C@H](C)[C@@H](CN(C)C(=O)NC2CCCC2)Oc2ncc(-c3ccccc3)cc2C1=O | -4 | -3 | -13 | 6 | 2 | 22 | 24[16.7 µM] | 3
COCCCNC(=O)c1cc2cc(Br)ccc2oc1=O | -5 | nt | 2 | nt | -2 | 3 | nt | 2
C[C@@H]1CN([C@@H](C)CO)C(=O)c2cc(NS(=O)(=O)c3cccs3)ccc2O[C@@H](C)CCCCO[C@H]1CN(C)Cc1ccc(C(=O)O)cc1 | 0 | -11 | -5 | 55 | nt | 3 | 1[16.7 µM] | -3
CC(C)(C)SCCNC(=O)CN1C(=O)c2cccc3cccc1c23 | -7 | nt | -1 | 4 | 3 | 9 | nt | 2
OC[C@H]1O[C@H](OCCc2ccc(O)cc2)[C@H](O)[C@@H](O)[C@@H]1O | -4 | nt | -3 | 10 | 10 | 9 | nt | -3
C[C@@H]1CCCCO[C@H](CN(C)Cc2ccc3c(c2)OCO3)[C@H](C)CN([C@H](C)CO)C(=O)c2cc(NS(C)(=O)=O)ccc2O1 | -18 | -11 | 8 | 4 | nt | -5 | 0[16.7 µM] | 0
CC(=O)c1ccc(NC2c3ncccc3C(=O)N2Cc2ccc(F)cc2)cc1 (configuration not stated) | nt | 3 | nt | 0 | -7 | -40 | 5 | nt
Cc1ccc(C2=N/C(=C\N3CCCCC3)C(=O)O2)cc1 | -205 | nt | nt | 5 | 0 | nt | -4 | nt
O=C(N=Nc1c(O)[nH]c2ccccc12)c1ccco1 | -105 | 0 | -53 | 0 | 16 | -33 | 57 | 2
COc1ccc(OC)c(NC(=O)c2cnc3n(c2=O)CCS3)c1 | 4 | -7 | -14 | -3 | -7 | -11 | -3 | 0
CN(c1ccc(OCC(=O)N2CCN(c3ccc(F)cc3)CC2)cc1)S(=O)(=O)c1cccs1 | 17 | -21 | -4 | 2 | -7 | -17 | -10 | -5
Cc1cc(NS(=O)(=O)c2ccc(NC(=O)/C=C/c3c(F)cccc3Cl)cc2)nc(C)n1 | -1 | nt | -2 | -1 | nt | -18 | 4 | 4
O=C(CSc1ccc(-c2cccc([N+](=O)[O-])c2)nn1)NCc1ccccc1 | 15 | 1 | 3 | nt | -2 | -2 | nt | -4
CC(=O)N(C)C[C@H]1OCc2ccccc2-c2ccccc2C(=O)N([C@@H](C)CO)C[C@@H]1C | -6 | 3 | -5 | -1 | 2 | -1 | nt | 4
COc1ccc(NC(=O)Nc2cccc3c2O[C@@H](CN(C)S(=O)(=O)c2cn(C)cn2)[C@@H](C)CN([C@H](C)CO)C3=O)cc1 | 8 | -3&6 | -3&-8 | -3&-1 | -32 | -9&-4 | -1[16.7 µM] | 0&1
CCOC(=O)Nc1ccc2c(CN3CCN(S(=O)(=O)c4ccc(C(C)C)cc4)CC3)cc(=O)oc2c1 | -7 | -1 | 18 | 0 | -4 | 3 | -2 | 0
CCC1Oc2ccc(C)cc2N(CC(=O)NCCCN2CCCCC2C)C1=O (configuration not stated) | 0 | nt | nt | 2 | -19 | 0 | nt | -9
COc1ccc(S(=O)(=O)N(C(=O)C(C)C)c2ccc3oc(=O)sc3c2)cc1 | nt | 9 | 8 | -6 | nt | 24 | 3 | 18
Cc1ccc(NC(=O)c2nc[nH]c2C(=O)N(C)Cc2ccccc2)cc1 | -52 | -4 | -32 | -1 | -6 | -6 | 2 | 1
CCOC(=O)CSc1nnc(Cc2cc(=O)[nH]c(=O)[nH]2)n1-c1cccc(OC)c1 | -3 | -20 | nt | 1 | -11 | 12 | 4 | 1
O=C(CCCOc1ccccc1)N1CCCc2ccccc21 | nt | 6 | nt | 1 | 1 | -49 | nt | nt

10 compounds from above, sorted by length of the SMILES, highest first.
SMILES | PAX8 inh HTS | PGC1a acetyl inh | EWS-Fli inh | Cneo AK release | FN deposition inh | LGR2 inh | miR122 inh | Casp6 inh
COc1ccc(NC(=O)Nc2cccc3c2O[C@@H](CN(C)S(=O)(=O)c2cn(C)cn2)[C@@H](C)CN([C@H](C)CO)C3=O)cc1 | 8 | -3&6 | -3&-8 | -3&-1 | -32 | -9&-4 | -1[16.7 µM] | 0&1
CCOC(=O)Nc1ccc2c(CN3CCN(S(=O)(=O)c4ccc(C(C)C)cc4)CC3)cc(=O)oc2c1 | -7 | -1 | 18 | 0 | -4 | 3 | -2 | 0
Cc1cc(NS(=O)(=O)c2ccc(NC(=O)/C=C/c3c(F)cccc3Cl)cc2)nc(C)n1 | -1 | nt | -2 | -1 | nt | -18 | 4 | 4
CCOC(=O)CSc1nnc(Cc2cc(=O)[nH]c(=O)[nH]2)n1-c1cccc(OC)c1 | -3 | -20 | nt | 1 | -11 | 12 | 4 | 1
COc1ccc(S(=O)(=O)N(C(=O)C(C)C)c2ccc3oc(=O)sc3c2)cc1 | nt | 9 | 8 | -6 | nt | 24 | 3 | 18
O=C(CSc1ccc(-c2cccc([N+](=O)[O-])c2)nn1)NCc1ccccc1 | 15 | 1 | 3 | nt | -2 | -2 | nt | -4
Cc1ccc(NC(=O)c2nc[nH]c2C(=O)N(C)Cc2ccccc2)cc1 | -52 | -4 | -32 | -1 | -6 | -6 | 2 | 1
CCC1Oc2ccc(C)cc2N(CC(=O)NCCCN2CCCCC2C)C1=O (configuration not stated) | 0 | nt | nt | 2 | -19 | 0 | nt | -9
COc1ccc(OC)c(NC(=O)c2cnc3n(c2=O)CCS3)c1 | 4 | -7 | -14 | -3 | -7 | -11 | -3 | 0
O=C(CCCOc1ccccc1)N1CCCc2ccccc21 | nt | 6 | nt | 1 | 1 | -49 | nt | nt

Continued:
SMILES | PAX8 inh HTS | PGC1a acetyl inh | EWS-Fli inh | Cneo AK release | FN deposition inh | LGR2 inh | miR122 inh | Casp6 inh
O=C(c1cc(-c2ccc(Cl)cc2Cl)on1)N1CCOCC1 | nt | 4 | 31 | -3 | nt | ? | nt | 2
O=C(Nc1ccc2c(c1)[C@H]1C[C@H](CC(=O)N3CCc4ccccc4C3)O[C@@H](CO)[C@H]1O2)C1CCC1 | 5 | 12 | -3 | 3 | 1 | -15 | -1[16.7 µM] | 1
COc1ccc(N2C(=O)C3CC=C(Cl)CC3C2=O)cc1 (configuration not stated) | nt | -3 | 19 | 3 | nt | 20 | 0 | 6
Cc1ccc(S(=O)(=O)N(CC(=O)NCC2CCCO2)C2CCCCC2)cc1 (configuration not stated) | -10 | nt | -4 | 0 | -3 | -4 | nt | -2
COc1cc(/C=N/NC(=O)CC23CC4CC(CC(C4)C2)C3)cc(Br)c1OCC(=O)N(C)C | 14 | nt | 14 | nt | 5 | nt | nt | 4
NS(=O)(=O)c1cccc(NC(=O)c2ccc(S(=O)(=O)N3CCCCCC3)cc2)c1 | 7 | -4 | 15 | -1 | 0 | -4 | 13 | 4
CC1(C)CC(=O)C(N=Nc2cccc(F)c2C#N)=C(O)C1 | 2 | nt | 4 | -1 | -4 | 3 | 2 | 4
COc1cccc(NC(=O)N2CC(=O)N3[C@H](CO)[C@H](c4ccc(C#CC5CCCCC5)cc4)[C@@H]3C2)c1 | 3 | -4 | 4 | nt | nt | 6 | nt | 0
Brc1cccc(CNCCCN2CCOCC2)c1 | 1 | 0 | -5 | 1 | 27 | -4 | 2 | -9
Cc1ccc(S(=O)(=O)NC2=NCN(C)CN2)cc1[N+](=O)[O-] | 25 | nt | nt | 1 | nt | 5 | nt | -4
Cc1c(NC(=O)c2ccc3nsnc3c2)cccc1[N+](=O)[O-] | 6 | 1 | nt | 0 | 33* | -1 | 9 | 1
C[C@@H]1CN([C@H](C)CO)C(=O)c2cc(NS(=O)(=O)c3cccs3)ccc2O[C@H]1CN(C)Cc1ccc(Oc2ccccc2)cc1 | nt | -3 | 4 | 58 | nt | 11 | -4[16.7 µM] | -1
CC(C)NC(=O)N(C)C[C@H]1Oc2ccc(NC(=O)Cc3ccccc3)cc2CC(=O)N([C@H](C)CO)C[C@H]1C | 0 | 2 | 4 | 0 | 0 | 12 | 4[16.7 µM] | -1
CCOc1ccc(C=NNC(=O)c2cccc3ccccc23)cc1OCC | -34 | nt | -5 | nt | nt | 8 | nt | 1
CC(=O)Nc1ccc2c(c1)nc(CCN1CCOCC1)n2C | 21 | 0 | nt | -11 | -6 | nt | -12 | nt
CNC[C@@H]1Oc2ccc(NC(=O)Nc3ccc(OC)cc3)cc2C(=O)N([C@@H](C)CO)C[C@@H]1C | -15 | 6 | 3 | -2 | nt | 15 | -8[16.7 µM] | 0
Cn1c(CCN2CCOCC2)nc2cc(NC(=O)COc3ccccc3)ccc21 | 13 | 2 | nt | -4 | 6 | nt | -3 | nt
COc1ccc(N2CCN(C(C)C(=O)N3CCc4ccccc43)CC2)cc1 (configuration not stated) | -9 | 21 | 15 | 0 | -2 | -22 | -1 | 0
Cc1cc([N+](=O)[O-])nn1CC(=O)NCc1ccco1 | 11 | 4 | 2 | -1 | -6 | 7 | -6 | -1
CCC(C)NC(=O)c1cc(OC)c(OC)c(OC)c1 (configuration not stated) | nt | -4 | -3 | nt | nt | nt | 0 | 0
COc1ccc(-n2c(Cc3cccn3C)nnc2SCC(=O)Nc2ccc(Cl)cc2)cc1 | 10 | nt | 8 | -1 | -30 | -4 | nt | 0
CCN(CC(=O)Nc1c(F)cccc1F)C(=O)c1ccc(C(F)(F)F)cc1 | 6 | nt | -3 | 2 | 7 | -7 | nt | 2
CC1(C)C2CC=C(/C=N/NC(=S)Nc3cccnc3)C1C2 (configuration not stated) | -7 | -1 | 4 | nt | -15 | 17 | -6 | 2
O=c1c(Cl)c(NS(=O)(=O)c2ccccc2)cnn1-c1ccccc1 | 6 | 4 | 3 | -3 | 1 | -24 | 0 | 3
Nc1nc(SCC(=O)c2cccs2)n[nH]1 | -10 | -3 | -6 | nt | 6 | 0 | nt | 0
